TCR-CD3 inh: blocks the human TCR-CD3 interaction; TAMRA-labeled TCR probe fluorescence, biochemical; inhibition, % at 9.4 µM; hit rate 0.37% among 360,000; AID 651800; in the data active = inhibition above about 19%;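 note: recombinant mutant TCR 2C K166C tagged with TAMRA read by polarization; 0% = receptor in buffer alone and 100% = receptor with positive control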
HTRA1 inh: HTRA1 (human) protease inhibition; Q92743; recombinant HTRA1, FP-rhodamine activity-based probe, fluorescence polarization; inhibition, % at 5.96 µM; hit rate 0.5% among 340,000; AID 504803; in the data active = inhibition above about 36%;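 note: 0% = enzyme with DMSO and 100% = wells lacking enzyme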
rCAG RNA binder: r(CAG) repeat RNA binding. inhibition, % at 3 µM. TO-PRO-1 dye displacement fluorescence. AID 651821. hit rate 1.3% among 370,000;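 active = inhibition above the plate cutoff, the mean of all test compounds on that plate plus 3 SD, cut at about 35% in these data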;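 note: 0% = DMSO alone and 100% = 100 µM mitoxantrone as full dye displacement; higher means more dye released from RNA so lower well fluorescence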
NPR1 activator: GC-A (human) enzyme activation; activation, % at 10 µM; hit rate 0.14% among 370,000; P16066; AID 1671463; HEK293 GC-A cells, cGMP TR-FRET, EC30 ANP; 0% at EC30 ANP, 100% saturating ANP; in the data active = activation above about 40%
Target sequence (P16066 whole entry, looked up): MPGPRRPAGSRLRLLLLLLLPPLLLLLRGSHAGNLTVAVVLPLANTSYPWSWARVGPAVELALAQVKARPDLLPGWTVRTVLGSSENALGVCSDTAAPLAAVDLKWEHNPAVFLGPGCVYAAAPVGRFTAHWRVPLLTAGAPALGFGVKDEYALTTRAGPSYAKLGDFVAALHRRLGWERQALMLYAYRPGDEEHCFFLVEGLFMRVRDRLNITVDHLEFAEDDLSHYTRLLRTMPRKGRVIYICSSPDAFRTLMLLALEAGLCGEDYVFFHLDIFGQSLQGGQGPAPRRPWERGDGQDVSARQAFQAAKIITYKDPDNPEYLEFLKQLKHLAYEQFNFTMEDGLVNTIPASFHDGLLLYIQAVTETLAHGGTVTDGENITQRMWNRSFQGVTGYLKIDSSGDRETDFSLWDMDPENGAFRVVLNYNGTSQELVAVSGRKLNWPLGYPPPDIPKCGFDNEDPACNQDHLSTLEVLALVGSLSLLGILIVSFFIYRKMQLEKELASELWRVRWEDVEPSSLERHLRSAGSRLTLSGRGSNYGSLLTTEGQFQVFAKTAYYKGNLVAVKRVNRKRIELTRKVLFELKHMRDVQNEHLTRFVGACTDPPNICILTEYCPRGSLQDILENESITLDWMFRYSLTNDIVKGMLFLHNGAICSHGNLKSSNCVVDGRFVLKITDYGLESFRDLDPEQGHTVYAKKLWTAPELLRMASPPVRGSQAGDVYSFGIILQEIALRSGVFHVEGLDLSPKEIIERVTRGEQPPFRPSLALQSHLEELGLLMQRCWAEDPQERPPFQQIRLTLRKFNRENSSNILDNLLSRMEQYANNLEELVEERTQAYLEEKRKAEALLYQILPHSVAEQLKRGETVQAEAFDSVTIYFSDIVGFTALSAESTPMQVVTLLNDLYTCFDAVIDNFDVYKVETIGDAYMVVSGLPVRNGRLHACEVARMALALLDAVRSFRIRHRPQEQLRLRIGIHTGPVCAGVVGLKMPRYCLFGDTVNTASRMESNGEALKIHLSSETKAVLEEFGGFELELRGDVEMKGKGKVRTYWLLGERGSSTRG
MBD2 DNA inh: MBD2-methylated oligo binding inhibition; TR-FRET, MBD2 binding to methylated oligonucleotide; Q9UBB5; inhibition, % at 4.4 µM; AID 686964; hit rate 0.31% among 370,000; in the data active = inhibition above about 13%
PRMT1 FP inh: blocks human protein arginine methyltransferase 1 | recombinant PRMT1, activity-based probe fluorescence polarization | inhibition, % at 2.79 µM | hit rate 1.3% among 370,000 | AID 652257;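 active = inhibition above about 21% made by adding two undisclosed values, limit read from the data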
ABHD4 inh: ABHD4 (mouse) inhibition, primary FP screen; Q8VD66; inhibition, % at 8.92 µM; hit rate 0.54% among 370,000; purified mABHD4, FP-Rh probe fluorescence polarization;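 active = inhibition exceeding the mean over every tested compound plus 3 SD, cut at about 30% in these data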;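 note: 0% = plate median of compound wells and 100% = S159A mutant with DMSO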
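Test system: mouse ABHD4 enzyme, wild type. Reagent: FP-Rh fluorescent activity-based probe, added after compound pre-incubation. Timing: pre-incubation 45 min, probe exposure 60 min, at 25 °C. Technique: FP readout, ex 525 nm / em 598 nm. Benchmarks: high control S159A mutant with DMSO, low control median of compound wells.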
GC-B act: GC-B (human) receptor activation | P20594 | HEK293-GC-B cells, CNP EC30, cGMP TR-FRET; 0% at EC30 CNP, 100% saturating CNP | activation, % at 10 µM | hit rate 0.11% among 370,000 | AID 1920062;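 active = activation at 10 µM reaching about 35% in either raw or pattern-adjusted values, limit read from the data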
SIAE primary: human SIAE inhibition, primary screen; Q9HAT2; SIAE FP-Rh probe binding, fluorescence polarization; inhibition, % at 9.66 µM; hit rate 0.69% among 370,000; AID 1053197;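 active = inhibition above a cutoff: mean of compounds within the control limits plus 3 SD of those, cut at about 17% in these data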;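 note: 0% = plate median of compound wells and 100% = probe without SIAE protein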
UHRF1 binding: UHRF1 methyl-DNA binding inhibition; Q96T88; UHRF1 binding to methylated oligo, TR-FRET; inhibition, % at 4.4 µM; hit rate 0.75% among 370,000; AID 687016; in the data active = inhibition above about 21%;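 note: UHRF1 SRA domain binding a hemimethylated CpG hairpin DNA probe; 0% = median of test compound wells and 100% = reference inhibitor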
* marks the source's active call; other numbers are inactive results; · = not tested or not shown.

SMILES	TCR-CD3 inh	HTRA1 inh	rCAG RNA binder	NPR1 activator	MBD2 DNA inh	PRMT1 FP inh	ABHD4 inh	GC-B act	SIAE primary	UHRF1 binding
O=C(CC(=O)c1ccccc1)Nc1ccc([N+](=O)[O-])cc1	18	-17	14	5	4	9	-94	6	-62	1
CCCc1c(C(=O)N/N=C/c2ccccc2C(F)(F)F)nnn1-c1nonc1N	9	1	0	-4	-4	-5	-4	-1	0	-2
CC(C)c1nc(Cl)c(C#N)c2c1CSC(C)(C)C2	-1	-2	4	3	3	1	3	4	-1	-2
CCOC(=O)/C=C1\NC(C)(C)Cc2cc(OC)c(OC)cc21	1	4	-3	2	-5	-4	1	11	6	0
CN1CCN(C(=O)CCS(=O)(=O)c2cc3c(cc2Cl)NC(=O)CO3)CC1	4	-3	3	0	-6	0	7	5	5	-2
Cc1onc(-c2ccccc2Cl)c1C(=O)Nc1cc(=O)n(C)c(=O)n1C	-1	-5	-3	-3	5	0	1	3	9	0
N/C(CC(=O)Nc1ccc(F)c(Cl)c1)=N\OC(=O)c1cccs1	1	-5	0	-2	1	-7	-2	-3	-5	-2
CCOC(=O)c1cn(C2CC2)c2c(F)c(NCCCN(C)C)c(F)cc2c1=O	-7	-2	-2	-4	-1	1	2	8	-1	6
CCCCC(=O)Nc1nnc(S(=O)(=O)N(CC)c2ccccc2)s1	-2	9	2	3	-2	-3	8	2	3	2
O=C(Cc1cccs1)NNC(=O)C12CC3CC(CC(C3)C1)C2	13	1	0	-1	-2	-3	1	-1	7	0
O=Cc1c(Cl)cccc1Cl	14	4	2	2	-1	0	-4	-14	-9	0
CCCc1ccc(S(=O)(=O)N/N=C(/C)c2ccc3c(c2)OCO3)cc1	12	-10	9	-2	-1	2	-7	0	0	0
CCCn1c(SCC(=O)N2CCCC(C)C2)nnc1-c1cccnc1 (centres undefined)	-3	-2	3	-2	1	1	-1	-1	-7	-1
COc1cccc(N(C)C(=O)[C@@H](C2CC2)[C@@H](O)c2ccc(C(C)=O)cc2)c1	·	·	7	-2	-5	-1	-2	2	1	-3
Cc1ccc(C(=O)Nc2ccc(OCc3ccccc3)cc2)cc1[N+](=O)[O-]	6	-3	2	-6	2	0	-1	-6	3	2
Cc1ccc(-n2c(=O)[nH]c3cc(C(=O)NC4CCN(Cc5ccccc5)CC4)ccc3c2=O)cc1	0	4	-1	13	2	0	-1	4	4	0
C/C(=N\NC(=S)NCc1ccccc1)c1ccc(C)o1	7	-6	-1	0	0	1	2	0	4	-2
c1csc(-c2noc(CN3CCOCC3)n2)c1	1	0	-1	6	-2	-1	2	1	-4	3
CCOC(=O)C1CCCN(c2c(N3CCN(C4CCCCC4)CC3)c(=O)c2=O)C1 (centres undefined)	-7	10	0	0	-1	1	0	2	0	4
Cc1ccc(Oc2nc3ccccc3n3c(C)nnc23)cc1	5	-1	-1	3	-1	-1	-4	-5	-1	-1
CCOC(=O)C1=C[C@@H](c2ccccc2)N(S(=O)(=O)c2ccc(C)cc2)[C@H]1c1ccc(OC)cc1	-5	·	5	-7	-7	-1	-10	-13	-1	0
O=C(COc1ccc(-c2nnco2)cc1)N1CCN(S(=O)(=O)c2ccccc2)CC1	4	-9	0	-2	3	-5	0	1	3	-3
O=C(CN(CCc1ccccc1)C(=O)CNS(=O)(=O)c1ccccc1)NCC1CCCO1 (centres undefined)	-8	-7	-8	0	1	-3	1	1	-1	0
COc1ccc(Br)cc1-c1nc2c(c(=O)[nH]c(=O)n2Cc2ccccc2)n1C	0	0	1	25	1	-2	-1	27	-4	0
O=C(CN1CCCCCC1)Nc1ccc(Cl)cn1	-4	8	-3	5	2	-6	-2	-2	2	6
Cc1cc(C2(O)C(=O)Nc3ccccc32)ccc1F (centres undefined)	-1	-5	2	-3	3	3	-4	-1	0	5
CCN(CC)CCCN(Cc1cc2cc3c(cc2[nH]c1=O)OCCO3)C(=O)Nc1ccccc1	-8	-3	9	-3	1	1	-5	-4	-3	-3
Cc1cc(C)cc(-n2nnc(C(=O)NCc3ccc4c(c3)OCO4)c2N)c1	2	-29	-2	-7	4	1	1	-2	-8	1
S=C(Nc1ccc(Br)cc1Cl)NC1CCN(Cc2ccccc2)CC1	5	-6	-3	-1	-1	-2	0	-2	5	-1
C=CCSc1ncnc2sc(C)c(C)c12	-4	-2	2	-3	3	2	-2	1	1	4
O=C(CCNS(=O)(=O)c1cccc2nsnc12)NCCc1ccccc1	0	3	-3	4	1	-1	3	2	0	7
N#CCc1ccnc2ccccc12	2	0	1	1	-3	2	-7	-3	2	0
c1ccc(-n2nnnc2NCCc2c[nH]c3ccccc23)cc1	4	-1	2	2	1	0	-2	-1	3	0
Cc1ccc(C)c(OCCC(=O)OCC(=O)Nc2ccc(C)c(S(=O)(=O)N3CCCCC3)c2)c1	3	-54	6	2	-2	2	1	2	-89	0
c1ccc(COc2cccc(-c3cc4nc(NCCCn5ccnc5)ccn4n3)c2)cc1	-3	·	2	-9	0	-1	-11	-3	-6	-1
CCC(=O)Nc1nnc(SCC(=O)c2ccc3c(c2)Cc2ccccc2-3)s1	-2	-8	4	-1	3	5	-7	-9	-6	-1
COC(=O)c1ccccc1NC(=O)CN1CCC(C(=O)c2ccc3c(c2)OCCO3)CC1	4	-40	1	-3	2	0	-5	8	-7	-2
COc1ccc(NC(=O)COC(=O)CCCOc2ccc(Cl)cc2Cl)cc1Cl	-3	-41	-1	22	-4	2	3	2	-6	6
O=C(Nc1nccs1)C1C2CC3OC(=O)C1C3C2 (centres undefined)	2	7	1	3	-1	2	8	7	-1	0
Cc1cccc(CSCCNC(=O)c2ccc(CN3CCOCC3)cc2)c1	0	1	-3	0	2	1	2	-2	5	7
COc1cc(OC)c(CNC2CCCCCC2)cc1Br	6	1	5	-6	-4	2	3	-5	-5	-1
COc1cccc(NC(=O)CN(C)C(=O)c2cc(C)oc2C)c1	-4	6	1	-1	1	1	0	6	4	1
CCOC(=O)C1=CN(Cc2ccco2)S(=O)(=O)N(CC)C1c1ccc(F)c(Cl)c1 (centres undefined)	-1	-19	7	-6	4	4	-7	-7	-7	0
CNC(=O)C(C)c1ncc(C(F)(F)F)cc1Cl (centres undefined)	8	5	-2	4	0	-1	5	-1	6	1
CN(C)C(=O)CSc1nnc(C23CC4CC(CC(C4)C2)C3)o1	0	1	-2	7	-1	-4	5	1	1	3

Arranged by the number under GC-B act (rising): some entries from above.
Structure,TCR-CD3 inh,HTRA1 inh,NPR1 activator,MBD2 DNA inh,PRMT1 FP inh,ABHD4 inh,GC-B act,SIAE primary,UHRF1 binding
CCC(=O)Nc1nnc(SCC(=O)c2ccc3c(c2)Cc2ccccc2-3)s1,-2,-8,-1,3,5,-7,-9,-6,-1
CN(C)C(=O)CSc1nnc(C23CC4CC(CC(C4)C2)C3)o1,0,1,7,-1,-4,5,1,1,3
Cc1ccc(C)c(OCCC(=O)OCC(=O)Nc2ccc(C)c(S(=O)(=O)N3CCCCC3)c2)c1,3,-54,2,-2,2,1,2,-89,0
COc1cccc(NC(=O)CN(C)C(=O)c2cc(C)oc2C)c1,-4,6,-1,1,1,0,6,4,1

The listing continues:
SMILES	TCR-CD3 inh	HTRA1 inh	rCAG RNA binder	NPR1 activator	MBD2 DNA inh	PRMT1 FP inh	ABHD4 inh	GC-B act	SIAE primary	UHRF1 binding
O=C(NCc1nc2ccccc2[nH]1)C1=C[C@@H](c2csc3ccccc23)C[C@@H](OCc2ccc(CO)cc2)O1	-3	-65	14	-4	-4	3	-16	-1	-35	-2
COC1=CC(=Cc2c(N)n3nc(CC(=O)N4CCCCC4)sc3nc2=O)C=C(OC)C1=O	5	3	25	1	12	14	-10	1	-4	32*
CCCCS(=O)(=O)N1C2=NC(C(=O)OCC)=C(C(=O)OCC)C3N(Cc4ccc(C#N)cc4)c4ccccc4[C@]23C[C@H]1C(=O)OC (some centres undefined)	-1	·	12	-2	-2	-4	-10	7	6	1
CCOc1ccc(C(=O)OCC(=O)Nc2ccc(SC(F)F)cc2)cc1OCC	-4	-7	3	-1	2	1	-16	2	-10	3
CCCNC(=O)c1onc(CS(=O)(=O)c2cc(C)cc(C)c2)c1C(=O)NCCC	7	4	-7	-2	-4	-1	-8	-3	-9	4
CCS(=O)(=O)c1ccc2oc(SCC(=O)NC34CC5CC(CC(C5)C3)C4)nc2c1	0	0	1	4	5	3	3	4	-7	1
OC(CNC1CCCCCC1)COc1cccc2ccccc12 (centres undefined)	-6	-18	11	-19	2	4	18	-8	-3	-1
CCCCCN1CCCCC(NC(=O)c2cccc(C(F)(F)F)c2)C1=O (centres undefined)	·	·	-4	1	-2	-7	3	-4	3	-1
Cc1ccc(NC(=O)CNC(=O)C23CC4CC(CC(C4)C2)C3)nc1	4	4	1	2	0	-3	7	0	-2	3
CCN1CCN(C(c2cccs2)C(C)NC(=O)CC(C)C)CC1 (centres undefined)	11	6	-1	1	-3	1	5	2	8	-2
COc1ccc(C(=O)C[n+]2ccccc2C)cc1	11	-3	3	3	4	-4	5	5	5	-1
COc1ccc(S(=O)(=O)Nc2ccc(-n3cnnn3)cc2)cc1Br	-2	-1	5	-2	0	-1	0	-1	12	-1
CC1(c2ccccc2)CC(C)(C)n2c(O)c(C3=NC(=S)NC3=O)c3cccc1c32 (centres undefined)	-3	10	6	1	-2	-4	14	2	8	-4
Cc1c(Cl)sn(-c2ccc(Cl)cc2)c1=O	-4	-3	-1	13	-4	68*	3	-4	-4	1
O=C1N=C(N2CCN(c3ccccc3)CC2)S/C1=C\c1cn[nH]c1-c1ccccc1	6	-10	4	1	-1	1	5	8	-1	-3
CC(NCC(=O)Nc1ccccc1C(=O)NC1CC1)c1cccc(C(F)(F)F)c1 (centres undefined)	-6	-7	-1	-3	0	-1	1	0	-5	-1
O=C(c1ccccc1NS(=O)(=O)c1cccs1)N1CCCC1	-1	5	4	2	9	4	-13	-1	-5	8
O=c1c(Cc2c(F)cccc2Cl)c(O)ccn1CCc1ccccn1	-8	0	-5	2	4	3	-3	2	2	2
Cc1ccc(C(=O)N2CCC(Oc3cccnc3)CC2)cc1	·	·	-1	4	6	5	0	2	0	2
c1ccc(-c2nc(SCc3nc4ccccc4[nH]3)c3oc4ccccc4c3n2)cc1	1	-34	8	1	0	2	-1	3	-33	-1
O=c1cnn(Cc2ccc(Cl)c(Cl)c2)c2ccccc12	-8	-4	-1	-4	-3	3	0	7	-4	0
Cc1cccc(NCN2C(=O)c3ccccc3C2=O)c1	7	0	-3	1	5	1	0	0	1	2
CC1CCc2nn(CC(=O)NCCCN3CCCC3=O)cc2C1 (centres undefined)	1	7	0	1	4	-1	3	-5	4	0
COc1cccc(-c2csc(N3CCN(C(=S)Nc4ccccc4C)CC3)n2)c1	-1	-16	5	-1	-2	-1	-3	5	3	-1
Cc1csc(NC(=O)CSc2nnc(Cc3cccn3C)n2CCc2ccccc2)n1	5	-9	5	-6	5	4	3	-1	-6	0
COc1cc(-c2noc(C3CCCN(C(=O)c4c(F)cccc4F)C3)n2)cc(OC)c1OC (centres undefined)	-12	-2	-7	-6	-4	-3	5	-8	9	1
CC(CCc1ccccc1)NC(=O)COC(=O)c1ccc([N+](=O)[O-])cc1 (centres undefined)	-6	-3	-2	5	-2	-2	4	1	-2	0
CCCc1cc(=O)oc2c(C)c(OC3CCCCC3=O)ccc12 (centres undefined)	0	-5	-4	2	6	-1	2	5	-2	2
COc1c(N2C[C@@H]3CCCN[C@@H]3C2)c(F)cc2c(=O)c(C(=O)O)cn(C3CC3)c12	4	3	1	3	-4	-2	1	-4	1	0

The list is partial; rates above refer to the full screens.
